CHT block = inhibits the human high affinity choline transporter; Q9GZV3; CHT-expressing cells, membrane potential dye, choline response; hits give low values; B-score at 10 µM; 310,000 tested, 0.86% active; AID 488975;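 active = B-score over 3 SD under the library average, and starting fluorescence ratio not unusually high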;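 note: choline stimulus applied at its EC90 after an EC20 pre-addition; B-score computed on integrated fluorescence ratio after choline addition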
Kir21 block = inhibitors of mouse Kir2.1 inward-rectifier potassium channel | HEK293-Kir2.1, FluxOR thallium flux fluorescence; hits give low values | B-score at 10 µM | 310,000 tested, 0.85% active;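 active = fluorescence ratio B-score at or below minus 3 SD of library scores, with starting-brightness B-score within 2 SD, cut at about -4.2 in these data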;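 note: channel flux triggered by added potassium and thallium sulfate stimulus; B-score of peak minus minimum fluorescence over baseline after thallium stimulus; more negative B-score means stronger Kir2.1 block with less thallium influx; some compounds called inactive have numbers as strong as hits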
Target sequence (P35561 whole entry, looked up): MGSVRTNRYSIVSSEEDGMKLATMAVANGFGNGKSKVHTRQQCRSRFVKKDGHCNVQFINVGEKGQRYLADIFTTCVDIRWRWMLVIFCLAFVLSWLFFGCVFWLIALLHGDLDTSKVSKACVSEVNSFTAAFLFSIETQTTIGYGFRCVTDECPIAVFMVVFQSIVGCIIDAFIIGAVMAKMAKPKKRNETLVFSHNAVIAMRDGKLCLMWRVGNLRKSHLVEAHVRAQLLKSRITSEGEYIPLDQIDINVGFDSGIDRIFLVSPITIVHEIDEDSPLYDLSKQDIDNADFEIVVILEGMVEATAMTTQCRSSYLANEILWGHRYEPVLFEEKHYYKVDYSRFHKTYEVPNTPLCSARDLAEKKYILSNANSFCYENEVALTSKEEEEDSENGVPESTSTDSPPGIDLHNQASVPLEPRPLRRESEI
KCNQ2 block = KCNQ2 channel blockers in CHO-K1 cells – cell-based, FluxOR thallium flux, B-score, primary screen (AID 2156); O88943; 20 min; hits give low values; B-score at 10 µM; 310,000 tested, 1.1% active;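 active = fluorescence ratio B-score at most minus 3 library SDs, with starting brightness B-score within 2 library SDs, cut at about -5.5 in these data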
Numbers without * were called inactive; & = joins results of further samples. A portion of the library. The share of hits here may be higher or lower than overall.

`Cc1cncn1CCc1nc2c3ccccc3nc(SCC(=O)Nc3cccc(Cl)c3)n2n1` gave CHT block inactive, Kir21 block 0.08 and KCNQ2 block inactive.
N#Cc1ccc(C(c2ccc(C#N)cc2)n2cncn2)cc1 was read as Kir21 block -1.4 and KCNQ2 block inactive.
CC(C)=CCOc1c2ccoc2cc2oc(=O)ccc12 was read as CHT block inactive, Kir21 block -1.1 and KCNQ2 block inactive.
For Cc1cccc2c1NC(=O)C2(c1ccc(O)cc1)c1ccc(O)cc1 the results were CHT block inactive, Kir21 block -2.3 and KCNQ2 block inactive.
Screening C/C=C(/C)C(=O)OC(C)(C)[C@@H]1Cc2c(ccc3ccc(=O)oc23)O1 returned CHT block inactive, Kir21 block -0.8 and KCNQ2 block inactive.
`COc1ccc(-c2cc(=O)c3c(O)cc(OC4OC(COC5OC(C)C(O)C(O)C5O)C(O)C(O)C4O)cc3o2)cc1O` (centres undefined) gave CHT block inactive, Kir21 block 1.5 and KCNQ2 block inactive.
CCCc1nc(C(C)(C)O)c(C(=O)O)n1Cc1ccc(-c2ccccc2-c2nn[nH]n2)cc1 was read as CHT block inactive, Kir21 block 2.3 and KCNQ2 block inactive.
`CCN(CC)CCOC(=O)c1ccc(N)cc1` gave CHT block inactive, Kir21 block 0.25 and KCNQ2 block inactive.
Screening Nc1nc(O)c(N=Nc2ccc(S(N)(=O)=O)cc2)c(=O)[nH]1 returned CHT block inactive, Kir21 block 0.52 and KCNQ2 block inactive.
`CCCCNc1ccc(C(=O)OCCN(C)C)cc1` gave CHT block inactive, Kir21 block 0.94 and KCNQ2 block inactive.
Screening O=C(O)CCC(=O)c1ccc(-c2ccccc2)cc1 returned CHT block inactive, Kir21 block 1.1 and KCNQ2 block inactive.
CN(C)CCC[C@]1(c2ccc(F)cc2)OCc2cc(C#N)ccc21 was read as CHT block inactive, Kir21 block 0.46 and KCNQ2 block inactive.
COc1ccc(-c2cc(=O)c3c(O)cc(O[C@@H]4O[C@H](CO[C@@H]5O[C@@H](C)[C@H](O)[C@@H](O)[C@H]5O)[C@@H](O)[C@H](O)[C@H]4O)cc3o2)cc1O was read as CHT block inactive, Kir21 block -0.09 and KCNQ2 block inactive.
CCOC(=O)[C@H](CCc1ccccc1)N[C@@H](C)C(=O)N1Cc2ccccc2C[C@H]1C(=O)O was read as CHT block inactive, Kir21 block 0.16 and KCNQ2 block inactive.
CCn1cc(C(=O)O)c(=O)c2cnc(N3CCNCC3)nc21 was read as CHT block inactive, Kir21 block -0.07 and KCNQ2 block inactive.
Screening CCCCCC(=O)O[C@]1(C(C)=O)CC[C@H]2[C@@H]3CCC4=CC(=O)CC[C@]4(C)[C@H]3CC[C@@]21C returned CHT block inactive, Kir21 block 0.01 and KCNQ2 block -7.2*.
Screening NC1CCN(c2nc3c(cc2F)c(=O)c(C(=O)O)cn3-c2ccc(F)cc2F)C1 (centres undefined) returned CHT block inactive, Kir21 block 0.03 and KCNQ2 block inactive.
Screening O=C(O)c1cccnc1Nc1cccc(C(F)(F)F)c1 returned CHT block inactive, Kir21 block 0.51 and KCNQ2 block inactive.
Screening CC(=O)CCCCn1c(=O)c2c(ncn2C)n(C)c1=O returned CHT block inactive, Kir21 block 0.36 and KCNQ2 block inactive.
Screening CCc1ccc(CCOc2ccc(CC3SC(=O)NC3=O)cc2)nc1 (centres undefined) returned CHT block inactive, Kir21 block 0.48 and KCNQ2 block inactive.

5 records picked at random from the list so far:
N#Cc1ccc(C(c2ccc(C#N)cc2)n2cncn2)cc1 was read as Kir21 block -1.4 and KCNQ2 block inactive.
CCOC(=O)[C@H](CCc1ccccc1)N[C@@H](C)C(=O)N1Cc2ccccc2C[C@H]1C(=O)O was read as CHT block inactive, Kir21 block 0.16 and KCNQ2 block inactive.
`Cc1cncn1CCc1nc2c3ccccc3nc(SCC(=O)Nc3cccc(Cl)c3)n2n1` gave CHT block inactive, Kir21 block 0.08 and KCNQ2 block inactive.
`COc1ccc(-c2cc(=O)c3c(O)cc(OC4OC(COC5OC(C)C(O)C(O)C5O)C(O)C(O)C4O)cc3o2)cc1O` (centres undefined) gave CHT block inactive, Kir21 block 1.5 and KCNQ2 block inactive.
Screening O=C(O)CCC(=O)c1ccc(-c2ccccc2)cc1 returned CHT block inactive, Kir21 block 1.1 and KCNQ2 block inactive.

In the list so far, these contain fluorine:
CN(C)CCC[C@]1(c2ccc(F)cc2)OCc2cc(C#N)ccc21 was read as CHT block inactive, Kir21 block 0.46 and KCNQ2 block inactive.
Screening NC1CCN(c2nc3c(cc2F)c(=O)c(C(=O)O)cn3-c2ccc(F)cc2F)C1 (centres undefined) returned CHT block inactive, Kir21 block 0.03 and KCNQ2 block inactive.
Screening O=C(O)c1cccnc1Nc1cccc(C(F)(F)F)c1 returned CHT block inactive, Kir21 block 0.51 and KCNQ2 block inactive.

The main list resumes with the 2 entries that preceded the break.
Screening CC(=O)CCCCn1c(=O)c2c(ncn2C)n(C)c1=O returned CHT block inactive, Kir21 block 0.36 and KCNQ2 block inactive.
Screening CCc1ccc(CCOc2ccc(CC3SC(=O)NC3=O)cc2)nc1 (centres undefined) returned CHT block inactive, Kir21 block 0.48 and KCNQ2 block inactive.
`COc1ccc(C[C@H]2COC(=O)[C@@H]2Cc2ccc(OC3OC(CO)C(O)C(O)C3O)c(OC)c2)cc1OC` (some centres undefined) gave CHT block inactive, Kir21 block 0.03 and KCNQ2 block inactive.
Cc1ccc(=O)n(-c2ccccc2)c1 was read as CHT block inactive, Kir21 block 3.4 and KCNQ2 block inactive.
For Cc1ccc(N(CC2=NCCN2)c2cccc(O)c2)cc1 the results were CHT block inactive, Kir21 block -1.2&0.05&0.3 and KCNQ2 block inactive.
CNCCCN1c2ccccc2CCc2ccccc21 was read as CHT block inactive, Kir21 block -1.4 and KCNQ2 block inactive.
Screening C1COC(NC(C2CC2)C2CC2)=N1 returned CHT block inactive, Kir21 block 1.4 and KCNQ2 block inactive.
Oc1ccc(C2CNCCc3c2cc(O)c(O)c3Cl)cc1 (centres undefined) was read as CHT block inactive, Kir21 block 0.02 and KCNQ2 block inactive.
For CN(C)CCCC1(c2ccc(F)cc2)OCc2cc(C#N)ccc21 (centres undefined) the results were CHT block inactive, Kir21 block 0.07 and KCNQ2 block inactive.

Source: PubChem BioAssay (Johns Hopkins Ion Channel Center)
